PvdQ inh: P. aeruginosa PvdQ acylase inhibition | inhibition, % at 10 µM | purified PvdQ acylase, fluorescence plate reader | actives 0.063% (n = 340,000) | AID 488965; in the data active means inhibition above about 30%, passing the limit was not always enough;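 further: 0% = vehicle neutral wells and 100% = reference inhibitor wells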
PfHsp90 yeast 2: inhibits growth of yeast expressing Plasmodium falciparum Hsp90. S. cerevisiae expressing PfHsp90, BacTiter-Glo ATP, 48 h; yeast lacking PDR1 and PDR3 efflux regulators. inhibition, % at 9.4 µM. actives 0.32% (n = 310,000). AID 504621;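 active means every replicate shows inhibition above about 80%, whatever the replicate mean, limit read from the data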;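 further: 0% = DMSO neutral controls and 100% = 20 µM radicicol positive controls; yeast relying on Plasmodium falciparum Hsp90 in place of its own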
CAL PDZ inh: inhibitors of human CAL PDZ peptide binding; Q9HD26; purified CAL PDZ, TMR-peptide fluorescence polarization, 1 h; inhibition, % at 20 µM; actives 0.02% (n = 330,000);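 active means highest replicate inhibition of at least 40%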;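 further: plate controls were DMSO neutral control wells for no effect and unlabeled competitor peptide control wells for full effect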
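material = purified tagged CAL PDZ domain construct (CerCALP) | compound dosing = 20 µM, one dose | times = 1 h at RT | measured by = fluorescence polarization from S- and P-plane intensities, G-factor corrected | read-out = inhibition from polarization loss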
Rtt109 Vps75: C. albicans Rtt109 histone acetyltransferase inhibition; Q5AAJ8; purified Rtt109/Vps75, ThioGlo CoA-SH fluorescence, 4 h; inhibition, % at 34.9 µM; actives 0.16% (n = 330,000);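 active means inhibition of at least 50% in every replicate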
Target sequence (Q5AAJ8 whole entry, looked up): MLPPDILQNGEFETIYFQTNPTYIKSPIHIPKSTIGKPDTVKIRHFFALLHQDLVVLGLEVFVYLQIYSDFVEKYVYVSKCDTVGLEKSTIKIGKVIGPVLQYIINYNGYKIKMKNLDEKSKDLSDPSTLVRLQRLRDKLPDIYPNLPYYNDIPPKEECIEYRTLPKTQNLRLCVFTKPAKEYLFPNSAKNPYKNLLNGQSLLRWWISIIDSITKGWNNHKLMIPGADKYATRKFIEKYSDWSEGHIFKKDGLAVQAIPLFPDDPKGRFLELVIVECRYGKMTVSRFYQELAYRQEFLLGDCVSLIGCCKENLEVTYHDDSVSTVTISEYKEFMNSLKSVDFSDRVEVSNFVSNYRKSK
Wnt bcat act: Wnt/beta-catenin pathway activation; Wnt/beta-catenin reporter cell assay, activator, plate reader; activation, % at 9.35 µM; actives 1.2% (n = 300,000); AID 743398; in the data active means activation above about 30%, passing the limit was not always enough;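 further: 0% = neutral control wells and 100% = positive control wells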
DAGLB inh: blocks human DAGLB lipase activity. Q8NCG7. HEK293T DAGLB membrane lysate, EnzChek fluorogenic substrate. inhibition, % at 5.17 µM. actives 0.059% (n = 340,000); in the data active means inhibition above about 34%;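 further: 0% = enzyme with vehicle and 100% = wells lacking enzyme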
Tat export inh: E. coli Tat transport inhibition; E. coli MC4100 TorA-mCherry Tat export, fluorescence; inhibition, % at 10 µM; actives 0.036% (n = 340,000); AID 488895;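 active means mean replicate inhibition at least 50% and at least half of replicates individually reaching 50%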;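 further: exported cargo escapes ClpAP degradation while cytoplasmic cargo is degraded and loses fluorescence; 0% = median of neutral control wells and 100% = median of NaSCN control wells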
phage Ecoli inh: E. coli growth loss with phage present. inhibition, % at 11.9 µM. actives 0.26% (n = 360,000). growth absorbance. AID 651602; in the data active means inhibition above about 11%
E coli growth: bacterial growth inhibition, counter-screen for AddAB inhibitors; AID 449728; inhibition, % at 11.9 µM; E. coli V3065 growth, OD600 absorbance, 18 h; actives 0.27% (n = 330,000);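 active means inhibition above the campaign's mean inhibition across all tested compounds plus 3 SD, cut at about 9.9% in these data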;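 further: uninfected addAB+ strain grown without phage in ampicillin broth; 0% = DMSO wells and 100% = ciprofloxacin 0.95 µg/ml wells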
AddAB inh: less growth of phage-infected E. coli with AddAB; E. coli expressing H. pylori AddAB, absorbance growth; actives 0.29% (n = 330,000); inhibition, % at 11.9 µM; in the data active means inhibition above about 12%;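 further: 0% = vehicle wells of infected cells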
* = called active by the depositor; nt = no result given.

Below each SMILES: E coli growth	PfHsp90 yeast 2	phage Ecoli inh	Wnt bcat act	DAGLB inh	PvdQ inh	AddAB inh	Tat export inh	CAL PDZ inh	Rtt109 Vps75
O=C(Nc1cccc([N+](=O)[O-])c1)N1CCc2ccccc2C1
  nt	-26	-5.4	16	-2	4	nt	6	-3.1	10
Brc1ccc(C2=Nn3c(nnc3-c3cccnc3)SC2)s1
  -0.1	19	nt	nt	3	-13	1.7	1	-3.0	1
COc1ccc(CN(C(=O)c2snc(C(N)=O)c2N)C(C(=O)NC2CCCC2)c2ccc(OC)cc2)cc1 (stereo not drawn)
  -2.5	16	-3.9	-2	0	-2	1.3	-1	-0.7	-2
CCN(CC)S(=O)(=O)c1ccc(C)c(NC(=O)CN(C)C)c1
  0.6	-3	5.8	-2	0	7	1.0	-3	-0.1	6
Cc1onc(-c2ccccc2Cl)c1C(=O)NCc1nnnn1-c1ccc(F)cc1
  0.1	nt	2.7	0	0	-8	1.1	-1	-2.6	-1
O=C(C1CCN(S(=O)(=O)N2CCOCC2)CC1)N1CCN(Cc2ccc3c(c2)OCO3)CC1
  nt	10	1.7	nt	-2	5	nt	-1	1.0	4
CC1(C)CC(=O)C=C(c2cc3ccccc3s2)C1
  1.9	16	2.5	10	-11	3	1.8	4	-0.1	18
CCCN=C1N(C)C[C@@H]2[C@@H]3C(=O)N(C)C(=O)[C@@H]3[C@](Cc3ccccc3)(C(=O)OC)N12
  -1.6	3	3.5	0	2	8	-1.9	-8	0.6	0
O=C(CNCc1ccccn1)N1CCc2ccccc2C1
  0.5	-7	1.2	12	1	-9	-0.2	-4	-1.0	-4
CC(=O)N1c2ccc(S(=O)(=O)N3CCC(C(=O)NCc4ccccc4Cl)CC3)cc2CC1C (stereo not drawn)
  -2.2	18	-1.2	-4	1	-7	5.0	2	-0.6	4
COc1ccc(-c2csc(NC(=O)CN3C(=O)NC4(CCCC4)C3=O)n2)c(OC)c1
  -0.5	nt	-0.5	-4	-2	-2	-0.2	-6	-1.7	12
Cc1ccc(S(=O)(=O)N2CCOCC2)cc1NC(=O)COC(=O)CCC(=O)c1ccc(F)cc1
  nt	-10	3.0	-2	3	-7	nt	-8	-1.9	-2
COc1ccc(C)c2sc(N(CCN(C)C)C(=O)/C=C/c3cccs3)nc12
  -0.9	-4	-0.5	-2	-4	4	4.8	10	-6.0	-21
COc1ccc(/C=C2\SC(=S)N(C(C)C(=O)NC3C=CS(=O)(=O)C3)C2=O)cc1 (stereo not drawn)
  0.9	-28	2.8	0	5	-8	-0.3	7	-1.9	34
CC1CCN(C(=O)COC(=O)CCC(=O)c2ccc(Cl)cc2)CC1
  0.9	-28	2.0	1	-2	-14	0.7	10	0.0	-4
CC(=O)CSc1nc2cc3c(cc2cc1C#N)OCCO3
  -0.2	-11	0.9	11	-11	9	-1.4	-9	0.7	-1
COc1cccc(/C=N/N2CCN(c3ccc(Cl)cc3)CC2)c1OC
  -1.5	18	0.1	-1	-10	-17	-0.2	-2	0.1	7
CCOc1ccc2nc(C)cc(Nc3ccc4c(c3)OCCO4)c2c1
  -0.3	-2	1.1	-3	2	9	3.2	-14	-0.6	27
O=C(NCCS(=O)(=O)NCc1ccc(F)cc1)c1ccccc1
  -0.8	nt	5.5	-4	0	7	-0.2	-2	-2.0	10
Cc1ccc(C(=O)Nc2c3c(nn2C(C)(C)C)CS(=O)(=O)C3)cc1C
  -0.6	10	1.5	-3	-1	-13	-0.6	-6	-0.5	-5
O=C(Oc1cccc(C(=S)N2CCOCC2)c1)c1ccccc1
  0.3	19	1.6	-1	2	-3	1.4	-1	-1.7	-4
COc1ccc2c(c1)OC[C@H]1[C@H]2N2C(=O)c3ccc(C)cc3NC(=O)[C@@]2(C)[C@H]1c1ccccc1
  2.5	11	3.0	-7	-1	-16	-0.9	-3	-0.7	3
Cc1ccc(NC(=O)c2cc(S(=O)(=O)NCCc3ccccc3)ccc2F)cc1Cl
  1.0	-5	2.1	nt	-6	0	4.5	15	-0.2	8
COc1ccc(C(=O)Nn2c(SCc3cccc([N+](=O)[O-])c3)nc3ccccc3c2=O)cc1
  0.7	1	4.6	nt	2	1	3.3	2	-2.7	26
CC(C(=O)Nc1ccc2c(c1)OCO2)n1cnc2c1c(=O)n(C)c(=O)n2C (stereo not drawn)
  2.6	12	2.0	-1	-2	-4	3.4	-1	0.0	-2
Cc1ccc(CCNC(=O)c2nnn(-c3cc(C)cc(C)c3)c2N)cc1
  1.8	12	3.1	nt	-2	6	2.0	-5	-4.5	nt
CCOC(=O)c1sc(SC)c(C(C)=O)c1C
  -0.6	-8	1.3	-2	-2	-12	3.0	-2	-1.4	4
CC1CCN(CCOCCOc2ccccc2Br)CC1
  0.2	-13	3.6	-7	0	-13	1.8	-5	-0.4	-6
Cc1nc(C(=O)NCCCO)cc2c1[nH]c1ccccc12
  -0.1	-3	2.9	2	0	-2	-0.2	-8	-3.3	nt
Nc1[nH]ncc1-c1ccccc1
  -2.1	-8	1.5	0	-1	-5	1.3	-11	-0.2	-6
Cc1cc(C)c(NC(=O)CS(=O)CC(=O)N2CCN(c3cccc(C)c3C)CC2)c(C)c1 (stereo not drawn)
  -1.8	0	0.1	-4	1	-10	2.3	-4	-2.2	2
Cc1ccc(C(=O)Nc2ccc3c(c2)OCO3)cc1
  0.6	-2	4.8	7	3	-3	1.6	7	-1.4	-2
O=S(=O)(c1ccc(Br)cc1Cl)N1CCN(CCO)CC1
  -2.5	-28	1.6	-1	-1	-1	2.7	7	0.4	6
CC(C)CN(C(=O)COC(=O)CCc1nc2ccccc2s1)c1c(N)n(Cc2ccccc2)c(=O)[nH]c1=O
  0.3	nt	3.7	-2	0	0	0.5	2	-0.6	-1
COc1ccc(NC(=O)Nc2ccccc2SC)cc1
  0.3	-1	3.9	40*	-4	-15	1.6	0	-1.9	-1
CCOc1cccc(/C=N/NC(=S)NCCN2CCOCC2)c1O
  0.3	14	1.4	0	-3	-8	-0.4	5	-2.7	1
COc1ccccc1NC(=O)NNC(=O)c1ccncc1
  nt	3	0.4	12	-2	-15	nt	3	0.1	0
COc1cccc(/C=C2\SC(=S)N(CC3CCCO3)C2=O)c1 (stereo not drawn)
  -1.4	-5	3.7	-1	-17	14	1.0	3	0.2	13
Cc1ccnc(NC(=O)c2cccc(OC(F)F)c2)n1
  -0.6	7	4.1	5	-2	4	3.9	2	-1.8	2
COc1ccccc1OCC(=O)Nc1ccccc1C(=O)NCc1cccnc1
  -4.0	8	-0.3	-1	1	3	5.5	-9	-0.4	10

Reprinted at random: 2 compounds from above
Below each SMILES: E coli growth	PfHsp90 yeast 2	phage Ecoli inh	Wnt bcat act	DAGLB inh	PvdQ inh	AddAB inh	Tat export inh	CAL PDZ inh	Rtt109 Vps75
Cc1ccc(C(=O)Nc2ccc3c(c2)OCO3)cc1
  0.6	-2	4.8	7	3	-3	1.6	7	-1.4	-2
COc1ccccc1NC(=O)NNC(=O)c1ccncc1
  nt	3	0.4	12	-2	-15	nt	3	0.1	0

Further results.
Below each SMILES: E coli growth	PfHsp90 yeast 2	phage Ecoli inh	Wnt bcat act	DAGLB inh	PvdQ inh	AddAB inh	Tat export inh	CAL PDZ inh	Rtt109 Vps75
COc1cc(-c2cc(C(=O)Nc3ccc(S(=O)(=O)Nc4ncccn4)cc3)c3ccccc3n2)cc(OC)c1OC
  3.1	4	2.0	-4	5	-10	2.3	1	-2.5	-5
C/C(Cn1cnc([N+](=O)[O-])n1)=N\NC(=O)c1ccc(F)cc1
  2.0	-6	2.6	-3	1	-9	1.7	-4	-1.6	7
CN(C(=O)CSc1nnc(Cc2ccccc2F)n1N)C1CCCCC1
  1.4	19	-0.7	2	2	0	2.2	-1	-0.4	-2
COc1ccc(CN2CCN(C(=O)c3ccc4c(c3)CCC4)CC2)cc1OC
  1.1	-5	2.1	0	0	3	0.3	-3	-1.6	1
CCOc1cc(CN2CCOCC2)cc(C(C)=O)c1
  -0.4	-1	2.2	nt	1	6	1.9	9	-1.4	3
COCCN1Cc2cccc(C(=O)Nc3c(C)cc(C)cc3C)c2C1=O
  -0.5	2	-1.9	nt	-1	8	2.7	10	0.3	11
O=C(CCS(=O)(=O)c1ccc(F)cc1)Nc1nnc(-c2ccco2)o1
  -1.3	21	-0.2	2	0	-2	0.8	1	0.5	4
CS(=O)(=O)N1CCN(CCN2C(=O)c3cccc4cccc(c34)C2=O)CC1
  -0.4	1	2.8	-2	1	-6	-0.5	-1	-0.9	3
Cc1ccc(Cl)cc1N1CCN(S(=O)(=O)c2cnc[nH]2)CC1
  2.0	0	1.7	9	1	-18	0.7	-4	-0.4	-9
O=C(Nc1cccnc1)c1cc(-c2ccc(Br)cc2)on1
  1.2	-16	2.1	50*	0	-3	1.9	-2	-0.3	-19
C=CCNC(=O)NC(=O)COC(=O)[C@H](C)NS(=O)(=O)c1c(C)c(C)cc(C)c1C
  -1.3	2	-0.8	-5	-5	-12	-0.5	-3	0.3	9
COc1cccc(COc2ccc3c(C)cc(=O)oc3c2)c1
  -1.3	-4	1.2	46*	-4	0	-1.4	1	-0.5	2
CCS(=O)(=O)N1CCN(C(=O)CCC2CCCC2)CC1
  0.5	nt	2.0	1	-1	2	3.6	6	-0.6	19
CCCn1cc(CN2CCC(N3CCC(C(=O)N4CCOCC4)CC3)CC2)c(C)n1
  -0.9	-8	3.1	3	-1	-4	-3.0	2	0.3	0
C/C(=N/NC(=O)c1ccco1)c1ccc(Br)s1
  nt	-10	2.7	8	-2	1	nt	-4	-3.1	7
Cc1ccc2cc(CN(Cc3ccco3)C(=O)C3CCCCC3)c(=O)[nH]c2c1C
  1.5	2	4.9	2	-1	-9	0.3	-5	-0.7	-3
CC(C)CCOc1ccc(C(=O)NN2C(=O)NC3(CCCCC3)C2=O)cc1
  1.9	-2	3.3	-1	-3	-10	-0.5	4	-0.8	0
CCN(CC)CCCNC(=S)N(CCO)Cc1cc2cc3c(cc2[nH]c1=O)OCCO3
  -0.8	14	1.3	0	-1	-2	2.9	-9	-1.3	1

From PubChem
